S2 tox = reduces viability in counter-screen for ATXN expression inhibitors. 400,000 tested, 0.49% active. S2 cells (HEK-293 line with an ATXN2-luciferase reporter) viability, CellTiter-Fluor protease fluorescence, 24 h. Potency, µM (top dose mostly 56.7 µM), most hits filed as cytotoxic; note: potency is the fitted concentration of half-maximal effect; nearly all actives have a fitted effect of over 40% in size
SW480 rerep = induces DNA re-replication in SW480 colon adenocarcinoma cells | SW480 DNA re-replication, Hoechst DNA content imaging, 48 h | Potency, µM (top dose mostly 46.1 µM), for inactives: top-dose re-replication activation, usual class: activators | 340,000 tested, 1.8% active; note: potency is the fitted concentration of half-maximal effect; % of control where 0% means no effect; nearly all actives have a fitted effect of over 55% in size
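Treated cells incubate 48 hr (37 C, 5% CO2), are stained 40 min with Hoechst, and nuclear fluorescence is enumerated; a rise in nuclei with high DNA signal marks re-replication.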
HT1080NT lethal = kills 2HG-producing HT-1080-NT fibrosarcoma cells. Potency, µM (top dose mostly 46.1 µM), for the others: at the highest dose activity, negative = less viability, hits mostly cytotoxic. HT-1080-NT fibrosarcoma viability, CellTiter-Glo ATP luminescence, 48 h. AID 686970. 360,000 tested, 1.6% active;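 note: NT is the 2HG producing partner of a matched IDH1 knockdown line; potency is the fitted concentration of half-maximal effect; 0% = DMSO-treated cells and -100% = media-only wells without cells; nearly all actives have a fitted effect of over 55% in size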
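Compounds were tested in concentration-response format on HT-1080-NT cells for 48 hours at 37 degrees C. Cell viability came from CellTiter-Glo luminescence; curves were classified by r2, response magnitude and activity.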
HT1080 IDH1KD tx = HT-1080 IDH1 knockdown cell toxicity (counter line). HT-1080 IDH1 knockdown viability, ATP luminescence, 48 h. Potency, µM (highest dose often 46.1 µM), for the others: at the highest dose activity, negative = toxicity, actives largely listed as cytotoxic. 360,000 tested, 2% active. AID 686971;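 note: potency is the fitted concentration of half-maximal effect; 0% = DMSO wells and -100% = cell-free medium wells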
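CellTiter-Glo luminescence after 48 h compound exposure at 37 degrees C of IDH1-knockdown HT-1080 cells in 5% FBS RPMI. %Activity scaled between DMSO wells and cell-free media wells, with curves fitted and assigned curve classes.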
KB-3-1 cytotox = kills parental KB-3-1 adenocarcinoma cells | AID 1347075 | 400,000 tested, 1.4% active | KB-3-1 viability, CellTiter-Glo ATP luminescence, 72 h | Potency, µM (titrated, usually from 46.1 µM), for inactives: top-dose activity change, negative = cytotoxic, hits mostly cytotoxic; note: potency is the fitted concentration of half-maximal effect; % is set by controls: 0 for no effect and ±100 for the full control effect; nearly all actives have a fitted effect of over 60% in size
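Screening of KB-3-1 cells (DMEM, 10% FBS, phenol-red free) ran from lowest to highest compound concentration; after 72 h at 37 °C viability was read luminescently and curves fitted.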
ATXN2 expr inh = inhibitors of ATXN2 expression; HEK-293 ATXN2-luciferase reporter, luminescence, 24 h; AID 1745845; Potency, µM (highest dose often 57 µM), without a hit: top-dose activity change, negative = inhibition, most hits filed as inhibitors; 360,000 tested, 0.72% active; note: potency is the fitted concentration of half-maximal effect; % is set by controls: 0 for no effect and ±100 for the full control effect; nearly all actives have a fitted effect of over 55% in size
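qHTS (up to 57 uM final) was run with 24 h compound exposure of reporter cells at 37 °C. Each well was multiplexed: SteadyGlo luminescence measured ATXN2-luciferase expression after a fluorogenic Gly-Phe-AFC viability readout (25 uM final).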
IL1B secr inh = inhibitors of inflammasome signaling (IL-1 beta secretion) | THP-1 LPS/ATP IL-1B secretion, AlphaLISA, 16 h; active compounds read low | activity change, % at 57.5 µM | 360,000 tested, 4.7% active | AID 743279; in the data active = activity change below about -50%; inconclusive = mostly about -30% to -49%; note: % is set by controls: 0 for no effect and ±100 for the full control effect
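THP-1 cells pretreated 1 hr with compounds (up to 57.5 uM final), then stimulated with LPS (250 ng/mL final) plus ATP (1.25 mM final); secreted IL-1B measured by AlphaLISA after 16 hr, decreased signal indicating inhibition.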
MCF10A rereplic = induces DNA re-replication in MCF 10a normal breast cells; MCF 10A DNA re-replication, Hoechst nuclear intensity, 48 h; Potency, µM (titrated, usually from 46.1 µM), for inactives: at the top dose activity, positive = re-replication, most hits filed as activators; 350,000 tested, 2.9% active; note: potency is the fitted concentration of half-maximal effect; % of control where 0% means no effect; nearly all actives have a fitted effect of over 50% in size
KB-V1 cytotox = KB-V1 MDR subline cytotoxicity. AID 1347076. 400,000 tested, 3.4% active. Potency, µM (doses to about 46.1 µM), for the others: at the highest dose activity change, negative = cytotoxicity, actives largely listed as cytotoxic. KB-V1 MDR cells viability, CellTiter-Glo, 72 h; note: potency is the fitted concentration of half-maximal effect; % is set by controls: 0 for no effect and ±100 for the full control effect; nearly all actives have a fitted effect of over 60% in size
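Compound-treated KB-V1 multidrug-resistant cells, 72 h, 37 degrees C; viability by CellTiter-Glo. Fitted qHTS curves give the values.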
Starred values were filed as active, the others as inactive; i = inactive; ? = inconclusive; . = not tested or not shown; & = joins results of further samples; [ ] = remark or other dose. Unless noted, calls come from the whole dose curve; as a rule, active = well fitted curve in the direction sought with a large enough effect; inconclusive = small, poorly fitted or top-dose-only effect, or another doubt; inactive = no such curve, though single readings can be large; an effect the other way counts as inactive or inconclusive.

Each structure is followed by: S2 tox	KB-3-1 cytotox	SW480 rerep	HT1080NT lethal	MCF10A rereplic	HT1080 IDH1KD tx	ATXN2 expr inh	KB-V1 cytotox	IL1B secr inh
- CCCOc1ccc(C(=O)Nc2cc(S(=O)(=O)N3CCOCC3)ccc2N2CCN(CC)CC2)cc1OC
  i	-3%	-5%	-4%	-2%	-5%	1%	?	-18
- CN(C)S(=O)(=O)c1ccc(SCC(=O)Nc2cccc(S(=O)(=O)N3CCCC3)c2)nc1
  .	-1%	-4%	1%	-1%	0%	.	-24%	24
- O=C(CN(Cc1ccc(Cl)cc1)C(=O)c1csnn1)NCc1ccccc1
  i	?	2%	-7%	-7%	1%	-10%	4%	-9
- Cc1ccc(NC(=O)CSc2nnc(N)s2)cc1S(=O)(=O)N1CCCCC1
  ?	.	-16%	0%	14%	2%	6%	.	14
- Cc1nc(N2CCC(C)CC2)c2c(C)c(C(=O)Nc3ccc(C)c(F)c3)sc2n1
  i	4%	-5%	13%	-1%	-6%	1%	0%	-14
- CCCc1nc2ccccc2c(=O)n1CC(=O)c1ccccc1
  i	-2%	0%	4%	3%	-14%	.	0%	-9
- CCCCN(CC)C(=O)Cc1ccc(Br)cc1
  i	-3%	1%	8%	6%	13%	-25%	1%	2
- Cc1cc(C)cc(NC(=O)C(=O)NCC2CCCO2)c1 (stereo unspecified)
  ?	1%	-93%[inhibitor]	7%	-3%	10%	.	-2%	-3
- CC(=O)Nc1ccc(NC(=O)CSc2nc(C)nc3sc(C)c(C)c23)cc1
  i	-8%	13%	-8%	?	15%	-16%	-25%	-26
- CC(C)(C)c1ccc(Cn2c(Cc3ccccc3)nc3ccccc32)cc1
  ?	-9%	.	.	.	.	?	?	.
- CC1(C(=O)NS(=O)(=O)C2CC2)CCCN(C(=O)Cc2ccc(F)cc2)C1 (stereo unspecified)
  i	0%	.	28%	.	6%	2%	3%	21
- Cc1ccc(S(=O)(=O)N2CCCCC2)cc1C(=O)c1nccn1C
  i	15%	7%	7%	18%	12%	-3%	2%	0
- O=C(CCn1cnnn1)Nc1ccc(Cl)c(Cl)c1
  i	?	?	?	23%	?	-30%[11.3 µM]	?	9
- C=CCN1C(=O)NC(c2ccccc2)(C(F)(F)F)S/C1=C(\C#N)c1nnc(N2CCOCC2)n1-c1ccccc1 (stereo unspecified)
  ?	-9%	-15%	-8%	21µM*	-6%	-36%	?	?
- COc1cccc(NC(=O)CSc2ccc(-c3sc(C)nc3C)nn2)c1
  i	-9%	0%	-11%	15%	-15%	-11%	?	-20
- COc1cccc(-c2cnc(C(O)c3ccc(C(C)(C)C)cc3)[nH]2)c1 (stereo unspecified)
  ?	0%	.	?	.	?	-18%	-2%	-26
- CCOC(=O)c1ccccc1Cc1nc2ccccc2c(=O)[nH]1
  i	0%	-1%	11%	-2%	10%	-2%	-10%	34
- Cc1ccc(S(=O)(=O)n2nc(-c3cccnc3)nc2N)cc1
  i	9%	4%	11%	?	0%	16%	-21%	22
- COc1cccc(NS(=O)(=O)c2cc3c(cc2C)NC(=O)CO3)c1
  i	-16%	-1%	0%	-1%	-1%	-1%	-6%	13
- COc1cc2c(cc1OC)CN(C(=O)CSc1nc(N)c(C#N)cc1C#N)CC2
  i	5%	4%	-15%	10%	-17%	0%	?	21
- COc1cccc(N2CCN(S(=O)(=O)c3ccc4c(c3)CCCN4C(C)=O)CC2)c1
  i	-3%	.	.	.	.	-1%	?	.
- COc1ccc(CNc2ccc3c(c2)CCC3)cc1Br
  i	-9%	-2%	-7%	7%	0%	12%	0%	13
- C#CCOCCOCCOCCNc1nc(N2CCN(C(=O)C([C@@H](C)CC)n3cc(C(N)COC(=O)C(F)(F)F)nn3)CC2)nc(N2CCN(C(=O)[C@H](CCCCN)n3cc(C(N)CC(C)C)nn3)CC2)n1 (stereo partly specified)
  i	-1%	-7%	-9%	-1%	1%	-7%	-9%	-5
- O=C(CCCNS(=O)(=O)c1cccc2nsnc12)NC1CCCCC1
  i	-11%	1%	-1%	-2%	-4%	3%	0%	-6
- O=S1(=O)c2ccccc2N(Cc2cccc(Cl)c2)c2ccccc21
  i	-24%	.	.	.	.	-25%	-21%	.
- Cc1cc(C(F)(F)F)c2sc(N)nc2n1
  i	21%	-4%	8%	-1%	6%[9.24 µM]	-3%	-4%	8
- O=C(Cc1ccc([N+](=O)[O-])cc1)N/N=C/c1ccc([N+](=O)[O-])o1
  i	?	15%	?	3%	?	.	?	11
- Cc1nn(C(C)(C)C)c(OC(=O)c2c(F)cccc2F)c1Sc1ccccc1
  i	-1%	.	.	.	.	0%	4%	.
- COCCCNC(=O)/C(C#N)=C/c1c(N2CCCCCC2)nc2ccccn2c1=O
  i	7%	-2%	4%	6%	8%	-8%	-6%	-20
- COc1ccc(OC(C)C(=O)Nc2cccc(F)c2)cc1 (stereo unspecified)
  i	-4%	-17%	4%	6%	9%	-22%[11.3 µM]	5%	-11
- C[C@@H]1Cn2cnc(C(=O)N[C@@H](Cc3c[nH]c4ccccc34)C(=O)OC(C)(C)C)c2C(=O)N1
  i	6%	.	8%	.	-1%	2%	-12%	35
- O=C(COC(=O)c1ccccc1F)NCc1ccc2c(c1)OCO2
  i	-2%	-8%	6%	10%	1%	.	13%	-7
- O=C(Cn1ncc2c3ccccc3n(Cc3ccc(F)cc3)c2c1=O)NCc1ccccn1
  i	1%	.	.	.	.	-2%	-3%	.
- Cc1ccc(CSc2ccc(-c3cccs3)nn2)cc1
  i	-3%	-3%	1%	8%	4%	44%[activator]	?	1
- Nc1nonc1-n1nnc(C(=O)N/N=C/c2cccnc2)c1-c1ccccc1
  i	-4%	2%	22%	-26%	7%	4%	0%	-15
- COc1ccccc1-c1nnc2n(CCc3ccccc3)c(=O)c3ccccc3n12
  i	0%	.	.	.	.	12%	-8%	.
- CS(=O)(=O)Oc1ccc2c(c1)O/C(=C\c1cccc([N+](=O)[O-])c1)C2=O
  i	1%	-23%	12%	1%	0%	.	5%	-5
- O=C(CSc1nc2c([nH]c3ccccc32)c(=O)n1-c1ccc(F)cc1)N1CCCCCC1
  i	5%	.	.	.	.	2%	6%	.
- CCOC(=O)N1CCN(C(=O)CSc2ccc(-c3ccc(OC)c(OC)c3)nn2)CC1
  i	?	1%	3%	1%	3%	11%	-42%	-11
- Cc1ccc(S[C@@H](CCN2CC[C@H](O)CCC2=O)c2ccccc2)cc1
  i	-2%&6%	-2%	6%	?	4%	1%	14%&-26%	5
- CCOc1ccccc1NC(=O)NC(C)c1ccncc1 (stereo unspecified)
  i	11%	4%	4%	-4%	3%	-9%	0%	19
- COc1cccc2cc(C(=O)Nc3ccccc3C(=O)N3CCOCC3)oc12
  i	1%	0%	-4%	11%	4%	4%	-6%	6
- Cc1ccc2[nH]c(=O)c3cc(C(=O)N4CCN(c5ccccc5F)CC4)sc3c2c1
  i	13%	.	.	.	.	5%	23%	.
- CCOC(=O)c1ccc2c(c1)n(CCCS(=O)(=O)[O-])c(/C=C/c1ccc(Cl)cc1)[n+]2CC
  i	3%	?	28%	11%	19%	3%	?	3
- O=C(NCc1ccc(F)cc1)c1ccc(CS(=O)Cc2ccccc2Cl)o1 (stereo unspecified)
  i	?	1%	-2%	-5%	-2%	-22%	?	-10
- NCCCCCCNS(=O)(=O)c1cccc2c(Cl)cccc12
  .	?	-117%	?	-30%[inhibitor]	?	?	?	-28
- COc1ccc(CNC(=O)CN(c2ccc(C(C)C)cc2)S(=O)(=O)c2c(C)noc2C)cc1
  i	1%	-7%	-3%	10%	-15%	.	6%	8
- O=[N+]([O-])c1ccccc1Nc1cccc(F)c1
  i	6%	-1%	0%	-3%	7%	-4%	10%	-18
- O=C(COC(=O)/C=C/c1cccs1)Nc1ccccc1Cl
  i	12%	-5%	25%	-18%	20%	4%	4%	22
- CCC(CC)C(=O)Nc1cccc(C(=O)Nc2ccc(S(=O)(=O)Nc3ccc(C)cc3)cc2)c1
  i	?	26%	?	13%	?	?	?	?

Some of the entries above, reformatted.
> O=C(NCc1ccc(F)cc1)c1ccc(CS(=O)Cc2ccccc2Cl)o1 (stereo unspecified)
  S2 tox: i
  KB-3-1 cytotox: ?
  SW480 rerep: 1%
  HT1080NT lethal: -2%
  MCF10A rereplic: -5%
  HT1080 IDH1KD tx: -2%
  ATXN2 expr inh: -22%
  KB-V1 cytotox: ?
  IL1B secr inh: -10

> COc1ccc(CNC(=O)CN(c2ccc(C(C)C)cc2)S(=O)(=O)c2c(C)noc2C)cc1
  S2 tox: i
  KB-3-1 cytotox: 1%
  SW480 rerep: -7%
  HT1080NT lethal: -3%
  MCF10A rereplic: 10%
  HT1080 IDH1KD tx: -15%
  ATXN2 expr inh: .
  KB-V1 cytotox: 6%
  IL1B secr inh: 8

Following part.
Each structure is followed by: S2 tox	KB-3-1 cytotox	SW480 rerep	HT1080NT lethal	MCF10A rereplic	HT1080 IDH1KD tx	ATXN2 expr inh	KB-V1 cytotox	IL1B secr inh
- c1ccc(OCCSc2nc3ccccc3[nH]2)cc1
  i	-3%	-2%	-1%	-3%	-2%	38%	-8%	-7
- CN(Cc1ccccc1)C(=O)C1CCCN(Cc2cccc(Cl)c2)C1 (stereo unspecified)
  i	?	-43%[inhibitor]	?	0.29µM*	?	?	1%&-8%	37&3
- COc1cc(/C=N/Nc2nc(=O)[nH]nc2C)cc(OC)c1O
  i	-3%	-15%	-6%	-5%	-6%	7%[11.3 µM]	21%	40
- CC(=O)Nc1ccc(S(=O)(=O)Nc2ccc3c(c2)n(C)c(=O)n3C)c(C)c1
  i	5%&-6%	-5%	0%	?	10%	23%&5%	-7%&18%	-12
- COCCNS(=O)(=O)c1ccc(OCC(=O)N2CCc3ccccc3C2)c(Cl)c1
  i	0%	-1%	-13%	-3%	5%	19%	?	0

Assay outcomes (PubChem)
